# From PubChem
# influenza NS1A – H1N1 influenza NS1A inhibitors, functional cell based assay (AID 504329) | NS1A functional cell-based assay, percent inhibition; higher % means a stronger effect | inhibition, % at 12.5 µM; hits with a dose series show IC50 in µM | 340,000 compounds, 0.3% hits; in the data active means a potency from the dose series; inconclusive means inhibition above about 27% without an active follow-up result; further: strong numbers were not always called active
# M. tuberculosis HTS – M. tuberculosis growth inhibition, HTS (AID 449762) | M. tuberculosis H37Rv growth inhibition, 7H9 media; higher % means a stronger effect | inhibition, % at 25 µM; hits with a dose series show IC50 in µM | 330,000 compounds, 0.59% hits; in the data active means a potency from the dose series; inconclusive means inhibition above about 70% without an active follow-up result;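 further: bacterial growth assessed after seven days of incubation; strong numbers were not always called active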
# VEEV TC-83 Vero – inhibitors of VEEV TC-83 cytopathic effect, confirmation, Vero cells (AID 588727) | Vero cells, VEEV TC-83 cytopathic effect inhibition; higher % means a stronger effect | inhibition, % at 20 µM, or IC50 in µM where a hit was titrated | 350,000 compounds, 0.13% hits; in the data active means a potency from the dose series; inconclusive means inhibition mostly from about 14% at the one dose, without a potency; inactive means the rest, 99 in 100 with inhibition below about 12%; further: strong numbers were not always called active
# Salmonella PhoP GFP – PhoP regulon inhibitors, Salmonella typhi PhoP promoter GFP reporter, confirmatory (AID 1850). inhibition, % at 50 µM, or IC50 in µM where a hit was titrated. Salmonella Typhi PhoP-promoter GFP reporter, fluorescence, 4 h; higher % means a stronger effect. 310,000 compounds, 0.33% hits; in the data active means a potency from the dose series; inconclusive means inhibition mostly from about 25% at the one dose, without a potency; inactive means the rest, 99 in 100 with inhibition below about 19%;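 further: 0% = induced wells with vehicle and 100% = uninduced wells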
# tuberculosis growth – growth inhibition of non-replicating M. tuberculosis (AID 488890). Mycobacterium tuberculosis non-replicating, growth inhibition; higher % means a stronger effect. inhibition, % at 25 µM; hits with a dose series show IC50 in µM. 320,000 compounds, 0.39% hits; in the data active means a potency from the dose series; inconclusive means inhibition mostly from about 82% at the one dose, without a potency; inactive means the rest, 99 in 100 with inhibition below about 76%;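 further: plate controls were DMSO cells for no effect and high antibiotic wells for full effect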
# VEEV TC-83 Vero 10K pilot screen – also measured in VEEV TC-83 Vero; calls as there; inhibition, %; measured here: 10K pilot screen inhibition
# * marks the source's active call; other numbers are inactive results; i = inactive; ? = inconclusive; · = no result given.
SMILES,influenza NS1A,M. tuberculosis HTS,VEEV TC-83 Vero,Salmonella PhoP GFP,tuberculosis growth,others
COc1ccc(S(=O)(=O)N2CCOC2CNC(=O)C(=O)NCCc2ccccc2OC)cc1C (stereo not drawn),5.5%,-3.5%,5.9%,-0.6%,26.3%,VEEV TC-83 Vero 10K pilot screen=0.9
O=C(CN1CCCCC1)Nc1cc(Cl)ccc1Oc1ccccc1,-17.7%,9.9%,1.4%,-13.6%,24.8%,
O=C(Cc1ccc(-n2c(=O)c3sccc3n(CC(=O)Nc3ccccc3)c2=O)cc1)NCc1ccco1,12.2%,-2.0%,0.7%,1.4%,0.6%,
Cc1csc(NC(=O)CCc2c(C)nc3cc(-c4ccc(Cl)cc4)nn3c2C)n1,-3.3%,2.3%,11.5%,0.1%,·,
CC(=O)Nc1ccccc1OCC(=O)NC(C)c1ccccc1 (stereo not drawn),6.3%,9.0%,i,-3.2%,20.3%,
Cc1ccccc1NS(=O)(=O)c1nnc(NC(=O)c2ccccc2C)s1,1.3%,-1.7%,i,4.3%,14.7%,VEEV TC-83 Vero 10K pilot screen=0.2
Cc1cc(C(=O)CSc2nc(N)cc(N)n2)c(C)n1-c1cccc(F)c1,7.9%,4.4%,0.4%,-3.0%,32.1%,
CCOc1ccc(Nc2oc(-c3cccs3)nc2C#N)cc1,2.1%,23.3%,i,-1.1%,33.8%,
Cc1cc(Cl)ccc1OCC(=O)Nc1ccc(CN2CCOCC2)cc1,-1.1%,·,0.9%,·,·,
CCOc1ccc(NC(=O)CSc2nnc(CNC(=O)c3cccs3)o2)cc1,-4.7%,?,0.1%,2.9%,38.5%,
O=C(NC1CCCCC1)C(c1ccco1)N(C(=O)C(F)(F)F)C1CC1 (stereo not drawn),8.3%,4.9%,i,-7.6%,-2.1%,
Cc1cccc(OC(=O)N2CCOCC2)c1,0.7%,14.7%,i,-4.7%,9.8%,
CCCCN(C1CCS(=O)(=O)C1)S(=O)(=O)c1ccc(C(C)C)cc1 (stereo not drawn),-4.1%,-2.9%,i,-0.6%,1.2%,
Cc1c(C(=O)N2CCNCC2)oc2ccccc12,-1.0%,12.5%,1.9%,7.8%,-8.8%,
CCOC(=O)c1nc(-c2ccc3c(c2)OCO3)[nH]c1C,-11.7%,7.5%,i,1.5%,8.0%,
Cc1ccc(CNC(=O)C(Cc2ccccc2)NS(=O)(=O)c2cccs2)cc1 (stereo not drawn),-7.7%,-4.5%,i,-0.6%,32.6%,
CCCC(=O)N1CCN(Cc2ccc3c(c2)OCO3)CC1,-1.7%,-11.8%,i,-5.2%,17.2%,
Cc1cccc(CCNC(=O)C2CCN(S(=O)(=O)c3ccccc3)CC2)c1,-10.4%,2.7%,0.3%,2.9%,2.5%,
S=c1nc(NCc2cccc(Cl)c2)c2ccccc2[nH]1,-12.9%,-3.7%,i,16.6%,-9.4%,
CCc1cc2c(N[C@@H](C)C(=O)O)ncnc2s1,1.4%,3.0%,0.7%,-0.7%,2.1%,
COc1cccc(CC(=O)Nc2ccccc2N2CCCC2)c1,-7.0%,-1.6%,1.0%,-9.5%,1.5%,
CCCCOc1ccc2ccccc2c1C=O,0.7%,10.2%,0.1%,-1.6%,28.0%,
CC(C)c1ccc(C(C)NC(=S)NC2CCCCC2)cc1 (stereo not drawn),-11.1%,24.4%,0.8%,-2.8%,50.0%,
COc1ccc(CN(Cc2cccn2C)S(=O)(=O)c2ccccc2)cc1,8.9%,5.2%,1.8%,3.7%,8.5%,
N#C/C(=C\c1ccccc1[N+](=O)[O-])c1nc(C2CC2)cs1,75.1µM*,-3.0%,2.7%,-5.9%,43.5%,
# Next part.
SMILES,influenza NS1A,M. tuberculosis HTS,VEEV TC-83 Vero,Salmonella PhoP GFP,tuberculosis growth,others
O=C(CN1C(=O)c2ccccc2C1=O)NCC(=O)OCC(=O)c1ccc(Br)cc1,-4.1%,-3.9%,0.8%,1.4%,15.6%,
C=CCn1c(SCC(=O)Nc2ccc(O)cc2)nc2sc(C)c(C)c2c1=O,-8.2%,·,1.3%,·,·,
N#Cc1ccccc1OCC(=O)NC(=O)NC1CCS(=O)(=O)C1 (stereo not drawn),-9.8%,-0.7%,1.7%,·,4.2%,
Cc1ccc(OCCSc2nc(NC(C)C)nc(NC(C)C)n2)cc1,-8.1%,9.2%,4.9%,-7.0%,28.9%,
COc1cc(OC)cc(-c2c(-c3cccs3)c3cc(-c4cc(OC)c(OC)c(OC)c4)ccc3n2C)c1,6.6%,-3.1%,9.4%,·,38.9%,
Cc1nc2c(C)cccn2c1/C(O)=C1\C(=O)C(=O)N(CCN(C)C)C1c1ccccc1 (stereo not drawn),-2.5%,-9.9%,i,-0.1%,-8.7%,
O=C(NNS(=O)(=O)c1ccc2ccccc2c1)c1cccnc1,2.9%,6.1%,1.9%,-5.6%,-14.6%,
CCCn1nc2cc(C(=O)NCc3ccc(C)cc3)ccc2c1OC,10.5%,1.7%,0.6%,9.0%,-3.8%,VEEV TC-83 Vero 10K pilot screen=1.0
O=C(COC(=O)c1cccc(Cl)c1)NC1CCS(=O)(=O)C1 (stereo not drawn),0.8%,-0.8%,2.2%,·,-4.0%,
CC(=O)N1CCc2cc(S(=O)(=O)Nc3ccc(C)cc3)ccc21,2.7%,-2.6%,2.2%,1.4%,-11.6%,
Cc1csc(NC(=O)c2cccs2)n1,26.4%,-0.2%,1.2%,8.0%,-15.1%,
O=C(Nc1nc2nc(-c3ccccc3)cc(=O)n2[nH]1)c1ccccc1,-5.0%,17.8µM*,i,6.4%,12.1%,VEEV TC-83 Vero 10K pilot screen=2.0
CC1CCCN(C(=O)Cn2nnc(-c3ccc(N(C)C)cc3)n2)C1 (stereo not drawn),3.6%,6.7%,0.4%,-3.7%,2.5%,
COCCCNC(=O)Cn1ncc2ccsc2c1=O,0.3%,-1.6%,0.2%,-7.8%,-16.2%,
CC(=O)Nc1ccc(C(=O)NC(CC(=O)O)c2ccc(Cl)cc2)cc1 (stereo not drawn),-16.7%,2.5%,0.6%,-4.4%,3.4%,
CC(C)(C)c1ccc(C(=O)CCC(=O)NCc2ccccc2)cc1,-7.8%,15.4%,7.6%,·,63.0%,
Cn1c(=O)c2[nH]c(COc3ccc(C(C)(C)C)cc3)nc2n(C)c1=O,-14.2%,6.6%,1.9%,4.8%,71.2%,
Cc1ncc(CO)c(/C=N/NC(=S)Nc2ccc(Cl)c(Cl)c2)c1O,2.5%,18.9%,12.2%,-7.4%,60.4%,
[2H]c1c([2H])c([2H])c(-c2nc(N3CCCCCC3)sc2C(=O)c2ccccc2)c([2H])c1[2H],-3.0%,10.1%,6.7%,3.8%,28.1%,
COc1cc(OC)cc(/C(N)=N/O)c1,4.1%,-10.6%,0.5%,0.8%,-5.1%,
Cc1ccc2c(c1)nnn2C1CCN(S(=O)(=O)c2ccc(C(=O)NC3CCCC3)cc2)CC1,2.1%,-3.8%,3.8%,3.7%,-4.4%,
O=C(NC(=S)NCc1ccco1)c1ccc([N+](=O)[O-])cc1,12.3%,8.5%,i,·,57.4%,
CC1CN(c2ccccc2)c2nc3c(c(=O)[nH]c(=O)n3C)n2C1 (stereo not drawn),0.8%,-4.6%,i,-1.5%,-6.7%,
CCCN1CCN(CC(O)COC(c2ccc(OC)cc2)c2ccc(OC)cc2)CC1 (stereo not drawn),-3.8%,6.4%,i,-12.0%,16.7%,
CSc1nc(N)nc(SCC(=O)c2ccccc2)c1C#N,-1.2%,6.1%,10.3%,-4.8%,11.8%,

# Ordered by count of non-hydrogen atoms (ascending): 13 of the compounds above
SMILES,influenza NS1A,M. tuberculosis HTS,VEEV TC-83 Vero,Salmonella PhoP GFP,tuberculosis growth,others
Cc1cccc(OC(=O)N2CCOCC2)c1,0.7%,14.7%,i,-4.7%,9.8%,
CCCCOc1ccc2ccccc2c1C=O,0.7%,10.2%,0.1%,-1.6%,28.0%,
COCCCNC(=O)Cn1ncc2ccsc2c1=O,0.3%,-1.6%,0.2%,-7.8%,-16.2%,
CCCC(=O)N1CCN(Cc2ccc3c(c2)OCO3)CC1,-1.7%,-11.8%,i,-5.2%,17.2%,
CCOc1ccc(Nc2oc(-c3cccs3)nc2C#N)cc1,2.1%,23.3%,i,-1.1%,33.8%,
COc1cccc(CC(=O)Nc2ccccc2N2CCCC2)c1,-7.0%,-1.6%,1.0%,-9.5%,1.5%,
O=C(Nc1nc2nc(-c3ccccc3)cc(=O)n2[nH]1)c1ccccc1,-5.0%,17.8µM*,i,6.4%,12.1%,VEEV TC-83 Vero 10K pilot screen=2.0
COc1ccc(CN(Cc2cccn2C)S(=O)(=O)c2ccccc2)cc1,8.9%,5.2%,1.8%,3.7%,8.5%,
Cc1cccc(CCNC(=O)C2CCN(S(=O)(=O)c3ccccc3)CC2)c1,-10.4%,2.7%,0.3%,2.9%,2.5%,
Cc1csc(NC(=O)CCc2c(C)nc3cc(-c4ccc(Cl)cc4)nn3c2C)n1,-3.3%,2.3%,11.5%,0.1%,·,
Cc1nc2c(C)cccn2c1/C(O)=C1\C(=O)C(=O)N(CCN(C)C)C1c1ccccc1 (stereo not drawn),-2.5%,-9.9%,i,-0.1%,-8.7%,
Cc1ccc2c(c1)nnn2C1CCN(S(=O)(=O)c2ccc(C(=O)NC3CCCC3)cc2)CC1,2.1%,-3.8%,3.8%,3.7%,-4.4%,
COc1cc(OC)cc(-c2c(-c3cccs3)c3cc(-c4cc(OC)c(OC)c(OC)c4)ccc3n2C)c1,6.6%,-3.1%,9.4%,·,38.9%,

# (continued)
SMILES,influenza NS1A,M. tuberculosis HTS,VEEV TC-83 Vero,Salmonella PhoP GFP,tuberculosis growth,others
COc1ccccc1CN(Cc1cc2cc3c(cc2[nH]c1=O)OCCO3)Cc1nnnn1Cc1ccco1,4.8%,0.0%,i,-1.5%,5.4%,VEEV TC-83 Vero 10K pilot screen=4.7
Cc1ccc(NC(=O)CCn2nc(C)cc2C)c(C)c1,1.6%,-7.8%,0.4%,-4.8%,1.7%,
O=C(CSCc1ccccc1)Nc1ccc(S(=O)(=O)Nc2ncccn2)cc1,6.7%,-15.8%,i,1.2%,1.0%,
COc1ccc(CNC(=S)Nc2cc(C)ccc2C)cc1,-5.8%,-1.6%,1.0%,-18.2%,?,VEEV TC-83 Vero 10K pilot screen=1.8
CCOC(=O)C1(CCCc2ccccc2)CCN(C(=O)C2CCCO2)CC1 (stereo not drawn),-6.2%,9.3%,i,-9.8%,8.3%,
COc1cc(NC(C)=O)ccc1NC(=O)c1cc2ccccc2o1,-0.4%,-5.2%,0.2%,1.7%,-14.1%,
Cc1nc(-c2ccc(Cl)cc2)sc1C(=O)NN,-19.9%,28.0%,?,13.3%,34.5%,
O=C(Nc1ccc2c(c1)Cc1ccccc1-2)c1ccco1,8.8%,22.3%,0.7%,-2.5%,35.7%,
O=C(NCc1ccco1)C1CCCN1S(=O)(=O)c1ccccc1C(F)(F)F (stereo not drawn),3.1%,-2.8%,0.3%,-7.2%,24.1%,
O=C(COC(=O)C1CC(=O)N(c2ccccc2)C1)c1ccccc1 (stereo not drawn),11.2%,-1.5%,i,-9.7%,-6.2%,
Cc1nn(C)c(=O)n1-c1ccccc1,1.3%,3.0%,1.5%,2.7%,-8.2%,
Cc1nn(C(=O)CCCC(=O)NCc2ccccc2)c2ccccc12,0.4%,2.6%,1.9%,0.3%,9.8%,
O=C(CN1CCN(C(=O)c2cccc(F)c2)CC1)Nc1ccccc1F,0.7%,-0.8%,0.3%,-2.7%,2.7%,
CCC(c1nnnn1Cc1cccs1)N1CCN(c2nc3ccccc3s2)CC1 (stereo not drawn),18.6%,-0.4%,i,-5.0%,45.1%,
Cc1ccc(Nc2ncc3c(n2)CC(c2ccco2)CC3=O)c(C)c1 (stereo not drawn),0.8%,-2.5%,6.7%,22.9%,17.4%,
O=C(CSc1nnc(CNC(=O)c2cccs2)o1)Nc1ccc(Cl)cc1,1.9%,1.2%,1.2%,5.2%,4.1%,
CCCCC(CC)CN1C(=O)/C(=C/c2ccncc2)SC1=S (stereo not drawn),22.9%,11.6%,4.8%,4.1%,68.4%,
COc1cc2c(cc1OC)C(c1ccc(Cl)cc1)CC(=O)N2 (stereo not drawn),-1.7%,4.8%,0.7%,-1.2%,10.8%,
CCc1ccc(C(=O)CN2CCSC2=N)cc1,-5.3%,2.1%,i,5.9%,13.3%,
COC(=O)c1ccc(Cc2ccccc2)o1,-22.2%,-0.6%,i,-4.3%,62.5%,
Cc1cc(NC(=O)CSc2nc3cc(Cl)ccc3c(=O)n2C(C)C)no1,1.5%,·,0.8%,·,·,
CCCCc1n[nH]c2c1/C(=N/O)CC(C)(C)C2,10.9%,-11.3%,3.8%,-4.2%,-1.0%,
